Compound activity from PubChem.
NCOA1 inh – SRC1 coactivator transcriptional activity inhibitors, primary screen, cell-based, luminescence; HEK293 GAL4-SRC1 luciferase reporter; inhibition, % at 3.6 µM; 0.12% of 360,000 active; AID 588354, 2011;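 active = inhibition above the campaign mean plus 3 SD, with each screening campaign given its own cutoff, cut at about 60% in these data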;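 note: 0% = DMSO treated cells and 100% = gossypol at 36 µM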
TROY signal inh – inhibitors of TROY-driven NF-kB signaling, primary screen, Q293 LMP1-TROYcd cells, NF-kB luciferase, uHTS. AID 1347056, 2019. inhibition, % at 10 µM. 0.98% of 360,000 active. Q293 LMP1-TROYcd NF-kB luciferase reporter, 4 h;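 active = compounds whose plate-normalised and pattern-corrected inhibition of the luciferase reporter signal at the single screening dose is 50% or more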
CF NFkB block – inhibitors of PAF-induced NF-kB signaling, primary screen, cell-based, GFP fluorescence, uHTS. KKLEB NF-kB-GFP reporter, GFP fluorescence overnight. inhibition, % at 5 µM. 0.86% of 360,000 active. AID 588850, 2011;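 active = at least 50% inhibition at 5 µM, scaled per plate between neutral and stimulator controls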;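 note: PAF is a Pseudomonas aeruginosa culture filtrate used as stimulus; plate controls were PAF-stimulated DMSO wells for no effect and unstimulated DMSO wells for full effect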
EBV LMP1 NFkB – EBV LMP1-driven NF-kappaB luciferase reporter inhibitors, primary screen, cell-based, luminescence, single point | 0.69% of 350,000 active | AID 504558, 2011 | inhibition, % at 12.5 µM | LMP1-induced NF-kappaB luciferase reporter cells; in the data active = inhibition above about 41%; inconclusive = no clear call, values can overlap the other calls;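 note: 0% = neutral control wells and 100% = reference inhibitor control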
NR2F2 inh – NR2F2 transcriptional activity inhibitors, primary screen, cell-based, luciferase reporter, HEK293T, luminescence; 0.7% of 370,000 active; AID 686940, 2013; inhibition, % at 8.6 µM; COUP transcription factor 2 (Homo sapiens), P24468; HEK293T NGFI-A luciferase reporter;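 active = inhibition above a per-plate cutoff, mean inhibition of test wells between control levels plus 3 SD, cut at about 38% in these data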;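 note: cells cotransfected with COUP-TFII expression vector driving the NGFI-A reporter; 0% = median of COUP-TF2 test wells and 100% = reporter-only cells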
LRH-1 inv ag – LRH-1 (NR5A2) inverse agonists, primary screen, cell-based, luminescence, HEK293T, StAR-luciferase reporter; Nuclear receptor subfamily 5 group A member 2 (Homo sapiens), O00482; LRH-1 transfected, 24 h; inhibition, % at 3.6 µM; 0.13% of 360,000 active; AID 602396, 2012;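 active = inhibition above the mean inhibition of all tested compounds plus 3 SD, cut at about 73% in these data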;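 note: 0% = DMSO wells and 100% = reporter-only cells lacking LRH-1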
TRAIL sens C8 – viability loss with TRAIL in NB7+C8 cells, primary screen, TRAIL sensitizer project, cell-based, ATPlite luminescence; inhibition (viability loss, TRAIL sensitization), % at 10 µM; 1% of 360,000 active; AID 624354, 2012;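 active = compounds causing at least 50% loss of cell viability in the single-dose screen, relative to plate controls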
KKLEB tox – cytotoxicity in KKLEB CF airway cells, primary screen, cytotoxicity control for CF NF-kB inhibitor project, cell-based, uHTS, fluorescence assay plates; KKLEB CF airway cells viability, ATPlite luminescence, overnight; active compounds read low; cells stimulated with P. aeruginosa culture filtrate; activity change (cytotoxicity), % at 5 µM; 0.36% of 360,000 active;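 active = corrected activity change at or below -50% at 5 µM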
NCOA2 inhibitor – inhibition of GAL4-SRC2 driven luciferase reporter, primary screen, SRC2 inhibitor project, cell-based, luminescence; Nuclear receptor coactivator 2 (Homo sapiens), Q15596; HEK293 GAL4-SRC2 luciferase reporter; inhibition, % at 9 µM; 0.17% of 370,000 active;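 active = inhibition above the mean inhibition of all tested compounds plus 3 SD, set per campaign, cut at about 52% in these data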;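 note: 0% = DMSO treated cells and 100% = cells given Gossypol at 36 µM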
SRC3 inh – SRC3 coactivator transcriptional activity inhibitors, primary screen, cell-based, luminescence; 0.17% of 360,000 active; inhibition, % at 3.6 µM; AID 588352, 2011; HEK293 GAL4-SRC3 luciferase reporter; Nuclear receptor coactivator 3 (Homo sapiens), Q9Y6Q9;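 active = inhibition above a per-campaign cutoff, the mean of all compounds plus 3 SD, cut at about 60% in these data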;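 note: 0% = DMSO-treated cells and 100% = gossypol-treated cells at 36 µM; higher means less SRC3-driven luciferase light from the GAL4 reporter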
TWEAK Fn14 block – inhibitors of TWEAK-Fn14 signaling, primary screen, luciferase reporter cells, uHTS; TWEAK-stimulated Fn14 reporter cells, luciferase luminescence, 8 h; inhibition, % at 10 µM; 2% of 360,000 active; in the data active = inhibition above about 50%
Starred values were filed as active, the others as inactive; ? = inconclusive; . = no result given.

SMILES	NCOA1 inh	TROY signal inh	CF NFkB block	EBV LMP1 NFkB	NR2F2 inh	LRH-1 inv ag	TRAIL sens C8	KKLEB tox	NCOA2 inhibitor	SRC3 inh	TWEAK Fn14 block
COc1ccc(NC(=O)c2cc(-c3cccs3)on2)c(OC)c1	-13.9	-12.9	17.2	-8.9	1.1	13.8	5.4	6.6	11.0	-2.0	-22.6
CCOc1ncccc1C(=O)N1CCN(c2ccc(C(F)(F)F)cn2)CC1	-26.6	7.0	14.5	-1.3	12.7	-25.3	2.3	-3.9	3.9	5.2	-6.1
O=[N+]([O-])c1ccc(C(O)CNC(=S)Nc2ccccc2)cc1 (stereo unspecified)	3.9	5.4	10.0	10.5	7.2	-1.9	-3.1	-7.2	-0.3	7.7	-7.2
Cc1c(NC(=O)C(CC(=O)O)NCc2ccco2)c(=O)n(-c2ccccc2)n1C (stereo unspecified)	13.1	9.5	-1.4	-2.5	-5.8	-15.9	-11.5	-2.2	3.1	12.4	-5.0
COc1ccc(NC(=O)C2CCCN2C(=O)NC2CCCCC2)c(OC)c1 (stereo unspecified)	-7.8	-5.1	-4.7	1.3	8.1	2.1	21.4	0.3	-1.3	-2.1	-7.7
COc1ccc(CN2CCN(C(C)C(=O)N(C)Cc3cccc(F)c3)CC2)cc1OC (stereo unspecified)	15.6	5.7	-10.5	4.3	-7.8	16.6	10.1	13.3	10.8	-1.0	0.0
Cc1cccc(NC(=O)/C(C#N)=C/c2ccc(F)cc2)n1	-11.4	1.6	3.5	-5.6	6.2	-6.0	-2.8	-4.7	-12.5	9.0	12.5
Cn1nc(C(=O)Oc2cc(=O)n(C)c3ccccc23)c2ccccc2c1=O	-11.4	10.2	-1.5	-7.7	4.5	-0.3	-5.4	6.6	2.4	-1.1	-0.9
CS(=O)(=O)N1CCCCC1c1cc(C(=O)Nc2ccc3c(c2)OCO3)no1 (stereo unspecified)	-27.0	-48.3	-6.6	.	-22.4	-29.0	10.4	10.3	-21.0	-68.8	4.7
CCOC(=O)c1c(C)[nH]c(C)c1S(=O)(=O)N(C)CC(=O)Nc1ccc(C)cn1	1.1	4.3	32.8	-1.3	6.1	-3.2	3.4	-11.3	12.0	-21.3	-23.4
CC1CCC2(CC1)NC(=O)N(CC(=O)Nc1cccc(S(=O)(=O)N3CCCC3)c1)C2=O (stereo unspecified)	3.5	-3.7	-18.8	6.5	10.5	5.7	-9.0	12.1	4.8	6.4	-1.8
O=C(CCN1C(=O)C2CC=CCC2C1=O)Nc1nccs1 (stereo unspecified)	-14.9	5.2	-17.2	0.6	-1.0	13.8	1.3	16.9	-15.4	-3.2	14.1
Cc1n[nH]c(C)c1CN(C)C(=O)C1CCC(=O)N(CC2CCCCC2)C1 (stereo unspecified)	2.5	5.0	13.6	1.9	-2.9	-6.8	2.9	-0.9	-13.9	-8.1	2.4
COc1cc(OC)cc(-c2nnc(SCC(=O)N(Cc3ccccc3)C(C)(C)C)o2)c1	-3.1	12.1	-5.7	-1.6	-5.1	15.6	10.3	-3.2	7.7	-25.4	-2.1
CCC(Oc1cc(Cl)ccc1Cl)C(=O)N1CCCN(C)CC1 (stereo unspecified)	-2.7	-5.1	6.5	0.3	-16.9	-13.5	-2.9	3.5	7.5	9.3	2.7
CS(=O)(=O)N(CCc1ccccc1)CC(=O)N1CCN(c2ccccc2F)CC1	-3.1	-14.4	2.1	-13.4	-8.0	3.0	6.4	0.9	-33.6	-9.6	83.7*
CN(C)S(=O)(=O)c1ccc(C(=O)Nc2ccccc2[N+](=O)[O-])cc1	-0.2	2.6	14.0	-3.9	-7.1	10.9	-0.4	4.4	-6.9	1.7	-8.6
CCOc1cccc2sc(N(CCN(C)C)C(=O)CCS(=O)(=O)c3ccccc3)nc12	6.9	24.4	2.3	2.1	1.8	-3.2	-9.8	6.3	8.7	9.2	-10.7
COc1ccc(-c2nc(CSCC(=O)NCc3ccc4c(c3)OCO4)c(C)o2)cc1	-0.7	-1.9	-5.5	4.5	7.9	8.6	15.2	9.0	18.6	0.0	-0.5
Cc1nc(OCc2c(C)noc2C)c2ccccc2n1	5.2	-4.8	1.8	-0.6	-19.3	-2.0	-9.4	-2.6	-5.6	11.3	0.5
Cc1ccc(S(=O)(=O)NN=C2C3CC4CC(C3)CC2C4)cc1[N+](=O)[O-]	11.1	-8.6	13.8	5.9	3.6	-11.2	2.6	-3.1	-3.3	17.3	14.2
O=C(NCc1cccc(Cl)c1)C1Cc2c(-c3ccccc3)ccnc2O1 (stereo unspecified)	-1.6	-8.5	-20.0	.	-4.1	-9.9	0.7	-0.9	16.5	-7.6	8.7
COc1ccc(C(CNc2nc(-c3cccnc3)nc3ccccc23)N(C)C)cc1 (stereo unspecified)	-16.3	-18.0	-11.4	-18.1	6.5	10.7	1.7	3.2	-24.0	-25.4	12.0
O=[N+]([O-])c1ccc(S(=O)(=O)N2CCN(c3ccc(N4CCOCC4)nn3)CC2)cc1	2.7	6.0	-11.1	-6.0	-4.7	-7.7	21.6	-2.8	9.3	2.9	-7.5
Cc1cccc(CCNC(=O)C2CCN(S(=O)(=O)N3CCOCC3)CC2)c1	-17.9	0.8	0.8	1.2	-3.1	-22.9	-15.5	3.0	4.5	-21.8	5.2
CC(=O)c1ccccc1NC(=O)C1CCCN(C(=O)c2ccc(Cl)cc2)C1 (stereo unspecified)	-2.2	-0.6	20.0	-9.2	3.2	-0.4	2.3	-4.6	0.9	-10.4	-0.8
Cn1nnnc1SCc1ccc(CSc2nnnn2C)cc1	-14.3	0.1	-0.7	5.6	-2.5	26.7	4.0	2.0	3.5	7.3	12.2
O=C(Nc1ccc(Oc2cccnc2)cc1)c1cccc([N+](=O)[O-])c1	-89.7	-62.1	-2.9	-13.4	.	24.9	15.3	8.5	.	-21.4	-15.8
COc1cccc(C2=NN(C(=O)c3cccs3)C(O)(C(F)(F)F)C2)c1 (stereo unspecified)	16.0	-7.0	13.3	-6.5	5.3	2.9	9.2	-16.9	12.1	9.2	9.0
O=C(COC(=O)/C=C/c1cccc(C(F)(F)F)c1)Nc1ccc(Cl)cn1	-7.0	2.6	-1.2	2.8	-2.9	-3.8	-7.8	6.6	6.3	7.4	-7.0
Cc1nc2sccn2c(=O)c1S(=O)(=O)N1CCN(c2ccccc2)CC1	-1.7	8.4	10.6	-5.3	-13.6	13.2	-17.4	-4.0	-2.4	-11.0	11.8
Nc1ccc2oc(CCc3ccccc3)nc2c1	-108.8	4.2	5.0	-19.0	.	-78.7	-3.9	0.8	.	-112.9	-8.2
CCc1c(O)cc2n(c1=O)-c1ccc(Cl)cc1C2(C)C	-2.0	12.7	-3.9	1.0	0.7	-20.4	-16.1	8.7	9.5	1.5	-1.0
COc1ccccc1OCCNC(=O)CSC(=S)N1CCCC1	-0.2	-5.8	18.2	-6.0	5.3	-3.2	-2.9	0.3	-14.8	6.7	8.1
CC(=O)O[C@]1(C(C)=O)CCC2C3C=C(C)C4=CC(=O)CC[C@]4(C)C3CC[C@@]21C (stereo partly specified)	-39.1	14.6	51.7*	4.0	-14.4	-11.5	3.0	4.7	-36.4	-1.5	-18.4
Cc1ccc(CNC(=O)C2CCC(=O)N2C2CCCCC2)cc1 (stereo unspecified)	-2.1	1.8	13.7	-6.0	0.3	6.2	-10.1	5.7	11.3	-6.0	2.1
O=C(CCNS(=O)(=O)c1ccc(Br)cc1)Nc1cccc(F)c1	-7.4	4.4	5.6	-8.5	-1.9	-8.4	-11.7	-1.7	6.8	1.5	99.2*
COc1ccc(CCNC(=O)c2ccc(S(=O)(=O)N(C)c3ccccc3)cc2)cc1OC	-7.9	3.6	-0.6	6.3	-4.6	-3.0	5.1	3.2	-6.9	12.2	-1.5
COc1cc(NC(=O)CCN2CC(C)OC(C)C2)cc(OC)c1 (stereo unspecified)	-14.6	18.3	-11.2	3.7	6.5	-1.5	0.1	2.7	8.4	2.8	-3.0
N#CCc1nn(-c2ccc(Cl)cc2)c(N)c1C#N	-18.9	14.6	0.4	-2.8	11.5	-22.1	-7.8	3.1	3.6	10.5	-3.6
COc1ccc(Nc2nnc(SCC(=O)NC3CCS(=O)(=O)C3)s2)cc1 (stereo unspecified)	-38.6	0.3	18.2	2.2	-15.0	-27.1	29.6	-1.7	-3.0	-26.1	-10.4
Cc1noc(/C=C/N(C)C)c1S(=O)(=O)N1CCCC(C(=O)NC2CCCCC2)C1 (stereo unspecified)	-4.0	13.5	16.1	-1.2	17.7	18.0	-6.5	-23.8	8.8	7.3	12.8
O=C(NC1CCCC1)C(c1ccccc1)N(C(=O)c1csnn1)C1CCCC1 (stereo unspecified)	7.2	4.6	2.9	-4.8	2.2	4.6	-6.9	2.6	-5.6	7.6	4.7
Cc1ccc(NC(=O)NCCN2CCCCC2)cc1C	0.1	-20.7	8.6	-3.3	6.4	0.6	-2.2	4.7	-9.0	-9.6	-35.4
COCCN1C(=O)COc2ccccc2C1C(=O)NCc1ccccc1 (stereo unspecified)	.	2.8	.	.	3.1	-29.4	-5.7	.	-18.8	.	10.5
CCc1ccccc1N(CC(=O)NC(C)c1ccccc1)S(C)(=O)=O (stereo unspecified)	8.4	-12.6	9.8	-11.5	-0.6	-16.2	-18.1	-7.3	-18.0	2.3	21.0
C/C(=N\NC(=O)c1cc2ccccc2cc1O)c1ccccn1	-41.5	-57.6	21.5	?	-1.9	-8.7	58.3*	-33.3	-5.2	-18.2	24.0
COc1ccc(CN(C)C(=O)CNC(=O)Cc2cccc3ccccc23)c(OC)c1OC	-1.6	18.1	18.9	-1.4	15.1	-17.8	-16.3	6.0	-11.5	22.1	1.0

Whole records, quoted from the list:
COc1ccc(-c2nc(CSCC(=O)NCc3ccc4c(c3)OCO4)c(C)o2)cc1 as listed: NCOA1 inh: -0.7; TROY signal inh: -1.9; CF NFkB block: -5.5; EBV LMP1 NFkB: 4.5; NR2F2 inh: 7.9; LRH-1 inv ag: 8.6; TRAIL sens C8: 15.2; KKLEB tox: 9.0; NCOA2 inhibitor: 18.6; SRC3 inh: 0.0; TWEAK Fn14 block: -0.5
CS(=O)(=O)N(CCc1ccccc1)CC(=O)N1CCN(c2ccccc2F)CC1 as listed: NCOA1 inh: -3.1; TROY signal inh: -14.4; CF NFkB block: 2.1; EBV LMP1 NFkB: -13.4; NR2F2 inh: -8.0; LRH-1 inv ag: 3.0; TRAIL sens C8: 6.4; KKLEB tox: 0.9; NCOA2 inhibitor: -33.6; SRC3 inh: -9.6; TWEAK Fn14 block: 83.7*
